T cruzi HTS: inhibitors of intracellular Trypanosoma cruzi, primary screen, cell-based, plate reader, single point, set 2; intracellular Trypanosoma cruzi in host cells; activity score (inhibition), % at 5.01 µM; hit rate 4.9% among 22,000; AID 651903, 2012; in the data active means activity score above about 55%; inconclusive means no clear call, values can overlap the other calls;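 further: parasites and compound incubated about four days before reading; 0% = median of neutral control wells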
INS-1E rescue: protection of INS-1E cells from cytokine death, primary screen, ATP luminescence, single point; INS-1E cytokine-induced death, 48 h; normalised: neutral wells 0, positive control 100; protection from cytokine-induced ATP loss, % at 10 µM; hit rate 0.1% among 20,000; AID 488910, 2010;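 active means mean replicate protection from cytokine-induced ATP loss at least 50% and at least 75% of replicates each reaching 50%; inconclusive means meets only one of the two criteria, mean or replicate share; inactive means fails both the mean and replicate share criteria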
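assay system = INS-1E rat insulinoma cells | amount = 8000 cells per well | medium = phenol-red-free RPMI with 5% fetal bovine serum | doses = one compound concentration, pin transfer | timing = 48 h cytokine plus compound treatment, 10 min reagent incubation | also added = IL-1β, TNF-α and IFN-γ cytokine mix | signal = CellTiter-Glo luminescence measuring cellular ATP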
* = called active by the depositor; ? = inconclusive; / = no result given. Not all compounds are listed; rates above refer to the full screens.

Start of the listing, in advance:
SMILES	T cruzi HTS	INS-1E rescue
COc1ccc(CN(C)C[C@@H]2Oc3ccc(NC(=O)Cn4cnnn4)cc3C(=O)N([C@@H](C)CO)C[C@H]2C)cc1	6.1	-1.0
C[C@@H]1CN([C@H](C)CO)C(=O)Cc2cc(NC(=O)Nc3ccc4c(c3)OCO4)ccc2O[C@@H]1CN(C)Cc1ccc2c(c1)OCO2	21.9	-13.8
C[C@@H]1CN([C@@H](C)CO)C(=O)c2cc(NC(=O)CCCN(C)C)ccc2O[C@@H]1CN(C)Cc1ccccc1	-18.7	9.6

This part in full, from the first entry:
SMILES	T cruzi HTS	INS-1E rescue
COc1ccc(CN(C)C[C@@H]2Oc3ccc(NC(=O)Cn4cnnn4)cc3C(=O)N([C@@H](C)CO)C[C@H]2C)cc1	6.1	-1.0
C[C@@H]1CN([C@H](C)CO)C(=O)Cc2cc(NC(=O)Nc3ccc4c(c3)OCO4)ccc2O[C@@H]1CN(C)Cc1ccc2c(c1)OCO2	21.9	-13.8
C[C@@H]1CN([C@@H](C)CO)C(=O)c2cc(NC(=O)CCCN(C)C)ccc2O[C@@H]1CN(C)Cc1ccccc1	-18.7	9.6
C[C@@H]1CCCCO[C@@H](CN(C)Cc2ccc(C(F)(F)F)cc2)[C@@H](C)CN([C@H](C)CO)C(=O)c2cc(NS(=O)(=O)c3ccc(F)cc3)ccc2O1	64.2*	-62.8
Cc1ccc(S(=O)(=O)N(C)C[C@@H]2Oc3ncc(-c4ccc(F)cc4)cc3C(=O)N([C@H](C)CO)C[C@@H]2C)cc1	44.8	/
C[C@@H]1CN([C@@H](C)CO)C(=O)c2cccc(NC(=O)NC3CCCCC3)c2O[C@H]1CN(C)Cc1ccc(C(=O)O)cc1	-6.9	5.8
C[C@@H]1CN([C@H](C)CO)C(=O)Cc2cc(NC(=O)Cc3cn(C)c4ccccc34)ccc2O[C@@H]1CN(C)Cc1ccc(C(F)(F)F)cc1	?	-47.4
C[C@@H]1CN([C@@H](C)CO)C(=O)c2cc(NC(=O)Nc3ccc(C(F)(F)F)cc3)ccc2O[C@H]1CN(C)C(=O)Nc1cccc2ccccc12	-60.4	-2.5
C[C@H]1CN([C@@H](C)CO)C(=O)c2cccc(NC(=O)C3CCOCC3)c2O[C@H]1CN(C)C(=O)Nc1ccc(F)cc1	-2.8	3.9
C[C@@H]1CN([C@H](C)CO)C(=O)c2cc(NC(=O)C3CCCCC3)ccc2O[C@H]1CN(C)C(=O)Nc1ccccc1	-11.5	/
Cc1ccc(S(=O)(=O)N(C)C[C@@H]2Oc3ccc(NC(=O)Cn4cnnn4)cc3C(=O)N([C@H](C)CO)C[C@H]2C)cc1	-9.3	6.1
CNC[C@@H]1Oc2ccc(NC(=O)Nc3ccc(F)cc3)cc2C(=O)N([C@@H](C)CO)C[C@H]1C	-9.4	5.6
COc1ccc(S(=O)(=O)Nc2cccc3c2O[C@@H](CN(C)Cc2ccncc2)[C@H](C)CN([C@H](C)CO)C3=O)cc1	9.0	-0.2
C[C@H]1CN([C@@H](C)CO)C(=O)c2cc(NC(=O)CCCCCC(=O)Nc3ccccc3N)ccc2O[C@H]1CN(C)C(=O)Nc1ccc(C(F)(F)F)cc1	-34.4	1.2
Cc1ccc(S(=O)(=O)N(C)C[C@@H]2Oc3c(NS(=O)(=O)c4cn(C)cn4)cccc3C(=O)N([C@H](C)CO)C[C@H]2C)cc1	-10.6	5.8
COc1ccc(NC(=O)N(C)C[C@@H]2Oc3c(NS(=O)(=O)c4cn(C)cn4)cccc3C(=O)N([C@@H](C)CO)C[C@H]2C)cc1	34.6	12.9
C[C@H]1CN([C@@H](C)CO)C(=O)Cc2cc(NS(=O)(=O)c3cn(C)cn3)ccc2O[C@@H]1CN(C)Cc1ccc(Oc2ccccc2)cc1	4.5	-1.8
O=C(N/N=C/c1ccccc1[N+](=O)[O-])c1ccccn1	-23.8	6.1
C[C@@H]1CN([C@@H](C)CO)C(=O)c2cccc(NC(=O)c3ccncc3)c2O[C@@H]1CN(C)CC1CCCCC1	-3.3	-4.2
C[C@H](CO)N1C[C@H](C)[C@H](CN(C)S(=O)(=O)c2ccc(-c3ccccc3)cc2)OCc2cn(nn2)CCCC1=O	12.0	/
Cc1noc(C)c1NC(=O)Nc1ccc2c(c1)C(=O)N([C@H](C)CO)C[C@@H](C)[C@H](CN(C)S(=O)(=O)c1cn(C)cn1)O2	3.9	9.2
C[C@@H]1CN([C@H](C)CO)C(=O)Cc2cc(NS(=O)(=O)c3cn(C)cn3)ccc2O[C@H]1CN(C)CC1CCCCC1	-42.4	-3.6
C[C@@H]1CN([C@@H](C)CO)C(=O)c2cccc(NS(=O)(=O)c3ccccc3)c2O[C@H]1CN(C)Cc1ccc(C(F)(F)F)cc1	17.9	26.1
C[C@H]1CN([C@@H](C)CO)C(=O)c2cc(NC(=O)Cn3cnnn3)ccc2O[C@H]1CN(C)Cc1ccc(Oc2ccccc2)cc1	-8.6	/
COc1cc(/C=C/C=N/NC(=O)c2ccccn2)ccc1O	-14.5	-3.4

Full records, quoted from the list. Screens in order: T cruzi HTS | INS-1E rescue
Profile of C[C@@H]1CN([C@H](C)CO)C(=O)c2cc(NC(=O)C3CCCCC3)ccc2O[C@H]1CN(C)C(=O)Nc1ccccc1 = -11.5 | /
Profile of C[C@@H]1CN([C@H](C)CO)C(=O)Cc2cc(NS(=O)(=O)c3cn(C)cn3)ccc2O[C@H]1CN(C)CC1CCCCC1 = -42.4 | -3.6

Continuation.
SMILES	T cruzi HTS	INS-1E rescue
COc1ccc(S(=O)(=O)Nc2ccc3c(c2)CC(=O)N([C@@H](C)CO)C[C@@H](C)[C@@H](CN(C)Cc2ccncc2)O3)cc1	47.2	3.7
Cc1noc(C)c1S(=O)(=O)Nc1ccc2c(c1)CC(=O)N([C@H](C)CO)C[C@@H](C)[C@H](CN(C)S(C)(=O)=O)O2	-19.5	1.4
Cc1ccc(S(=O)(=O)Nc2ccc3c(c2)CC(=O)N([C@H](C)CO)C[C@H](C)[C@H](CN(C)Cc2ccc(Oc4ccccc4)cc2)O3)cc1	13.9	-31.3
Cc1noc(C)c1NC(=O)Nc1ccc2c(c1)C(=O)N([C@H](C)CO)C[C@@H](C)[C@@H](CN(C)S(C)(=O)=O)O2	-20.4	-2.5
COc1ccc(NC(=O)Nc2cccc3c2O[C@@H](CN(C)Cc2ccncc2)[C@H](C)CN([C@H](C)CO)C3=O)cc1	-7.7	-1.8
C[C@H]1CN([C@@H](C)CO)C(=O)c2cccc(NC(=O)CCCCCC(=O)Nc3ccccc3N)c2O[C@H]1CN(C)S(=O)(=O)c1ccccc1	40.3	4.8
Cc1noc(C)c1S(=O)(=O)N(C)C[C@H]1Oc2ccc(NS(=O)(=O)c3ccc(Cl)cc3)cc2CC(=O)N([C@@H](C)CO)C[C@H]1C	17.3	-1.9
C[C@H](CO)N1C[C@H](C)[C@H](CN(C)Cc2ccc(C(F)(F)F)cc2)Oc2ccc(NC(=O)NC3CCCCC3)cc2C1=O	16.6	-29.8
C[C@H]1CN([C@@H](C)CO)C(=O)c2cc(NC(=O)c3ccncc3)ccc2O[C@@H]1CN(C)S(=O)(=O)c1cn(C)cn1	4.8	7.8
Cc1ccc(S(=O)(=O)N(C)C[C@@H]2Oc3ncc(-c4cccc(C(F)(F)F)c4)cc3C(=O)N([C@H](C)CO)C[C@@H]2C)cc1	61.0*	/
COc1ccc(NC(=O)Nc2ccc3c(c2)CC(=O)N([C@H](C)CO)C[C@@H](C)[C@@H](CN(C)C(=O)Nc2ccc(F)cc2)O3)cc1	-5.3	8.1
CC(C)NC(=O)Nc1ccc2c(c1)C(=O)N([C@H](C)CO)C[C@H](C)[C@@H](CN(C)Cc1ccc3c(c1)OCO3)O2	5.9	-4.8
C[C@@H]1CN([C@H](C)CO)C(=O)Cc2cc(NC(=O)Nc3cccc4ccccc34)ccc2O[C@H]1CN(C)C(=O)Nc1ccccc1	-10.5	9.4
COC(=O)CCCCCCC(=O)N/N=C/c1cc(Br)ccc1O	23.6	-1.2
C[C@H]1CN([C@@H](C)CO)C(=O)c2cccc(NC(=O)C3CC3)c2O[C@H]1CN(C)Cc1ccccc1	-22.5	3.5
CC(C)NC(=O)Nc1ccc2c(c1)CC(=O)N([C@H](C)CO)C[C@@H](C)[C@@H](CN(C)CC1CC1)O2	-12.7	4.8
COc1ccc(S(=O)(=O)Nc2ccc3c(c2)C(=O)N([C@H](C)CO)C[C@@H](C)[C@@H](CN(C)Cc2ccccc2)O3)cc1	-14.1	8.4
C[C@H](CO)N1C[C@H](C)[C@H](CN(C)Cc2ccc(C(=O)Nc3ccccc3N)cc2)Oc2c(NC(=O)C3CCCCC3)cccc2C1=O	34.8	-2.7
C[C@H](CO)N1C[C@H](C)[C@H](CN(C)Cc2ccc(-c3ccccc3)cc2)Oc2ccc(NC(=O)Cc3cn(C)c4ccccc34)cc2C1=O	53.6	/
C[C@H]1CN([C@@H](C)CO)C(=O)CCCn2nncc2CO[C@H]1CN(C)S(=O)(=O)c1cn(C)cn1	-17.5	9.3
COc1cc(Br)c(/C=N/NC(=O)CCCCCCC(=O)Nc2ccccc2O)cc1OC	10.9	7.9
Cc1noc(C)c1NC(=O)N(C)C[C@@H]1Oc2c(NC(=O)C3CC3)cccc2C(=O)N([C@@H](C)CO)C[C@H]1C	-8.9	4.5
C[C@@H]1CN([C@H](C)CO)C(=O)Cc2cc(NS(=O)(=O)c3ccc(F)cc3)ccc2O[C@H]1CN(C)S(C)(=O)=O	-2.7	6.4
COc1ccc(CN(C)C[C@H]2Oc3ccc(NC(=O)Cc4cn(C)c5ccccc45)cc3CC(=O)N([C@H](C)CO)C[C@H]2C)cc1	14.3	-7.5
C[C@H](CO)N1C[C@H](C)[C@H](CN(C)C(=O)Nc2cccc3ccccc23)Oc2ccc(NC(=O)CCC(F)(F)F)cc2C1=O	2.3	-5.3
(listing goes on)
SMILES	T cruzi HTS	INS-1E rescue
C[C@@H]1CN([C@H](C)CO)C(=O)c2cccc(NS(=O)(=O)c3cn(C)cn3)c2O[C@H]1CN(C)Cc1ccc(C(=O)Nc2ccccc2N)cc1	6.2	12.9
C[C@@H]1CN([C@H](C)CO)C(=O)c2cc(NC(=O)C3CCCCC3)ccc2O[C@H]1CN(C)Cc1ccc(C(F)(F)F)cc1	-11.8	-25.6
COc1ccc(S(=O)(=O)N(C)C[C@@H]2Oc3c(NS(=O)(=O)c4ccccc4)cccc3C(=O)N([C@@H](C)CO)C[C@H]2C)cc1	14.5	9.9
COc1ccc(NC(=O)N(C)C[C@H]2Oc3ccc(NS(=O)(=O)c4ccc(OC)cc4)cc3C(=O)N([C@@H](C)CO)C[C@H]2C)cc1	-2.9	1.7
Cc1noc(C)c1NC(=O)N(C)C[C@H]1Oc2ccc(NC(=O)c3ccncc3)cc2C(=O)N([C@@H](C)CO)C[C@@H]1C	-2.7	/
Cc1noc(C)c1NC(=O)N(C)C[C@H]1OCCCC[C@@H](C)Oc2ccc(NC(=O)c3ccccc3)cc2C(=O)N([C@H](C)CO)C[C@@H]1C	-25.0	10.3
C[C@H](CO)N1C[C@H](C)[C@H](CN(C)C(=O)c2ccc3ccn(C)c3c2)OCc2cnnn2CCCC1=O	-14.1	/
Cc1noc(C)c1S(=O)(=O)Nc1ccc2c(c1)C(=O)N([C@H](C)CO)C[C@H](C)[C@@H](CN(C)Cc1ccccc1)OCCCC[C@@H](C)O2	-8.9	-2.9
C[C@H]1CN([C@@H](C)CO)C(=O)c2cccc(NC(=O)c3ccc(-c4nccs4)cc3)c2O[C@@H]1CN(C)S(=O)(=O)c1cccs1	20.0	5.4
C[C@@H]1CN([C@H](C)CO)C(=O)c2cc(NC(=O)Cc3cn(C)c4ccccc34)ccc2O[C@@H]1CN(C)C(=O)Nc1ccccc1	3.1	2.2
C[C@@H]1CN([C@@H](C)CO)C(=O)Cc2cc(NS(=O)(=O)c3cccs3)ccc2O[C@@H]1CN(C)S(=O)(=O)c1cccs1	-18.1	7.7
CNC[C@H]1Oc2c(NC(=O)C3CCCCC3)cccc2C(=O)N([C@@H](C)CO)C[C@@H]1C	-15.9	6.1
COC(=O)CCCCCCC(=O)N/N=C/c1ccc(O)cc1Br	13.8	21.3
COc1ccc(S(=O)(=O)N(C)C[C@@H]2Oc3ccc(NC(=O)Nc4c(C)noc4C)cc3CC(=O)N([C@H](C)CO)C[C@@H]2C)cc1	-43.9	9.8
Cc1noc(C)c1NC(=O)Nc1ccc2c(c1)CC(=O)N([C@H](C)CO)C[C@H](C)[C@H](CN(C)C(=O)Nc1ccc(C(F)(F)F)cc1)O2	-14.3	8.4
COc1ccc(NC(=O)Nc2ccc3c(c2)CC(=O)N([C@H](C)CO)C[C@@H](C)[C@@H](CN(C)S(=O)(=O)c2ccccc2)O3)cc1	-27.6	6.0
Cc1noc(C)c1S(=O)(=O)N(C)C[C@@H]1Oc2ccc(NS(C)(=O)=O)cc2CC(=O)N([C@H](C)CO)C[C@@H]1C	-9.6	-3.9
COc1cccc(-c2cnc3c(c2)C(=O)N([C@H](C)CO)C[C@H](C)[C@H](CN(C)C(=O)Nc2ccccc2)O3)c1	17.2	/
CC(C)NC(=O)N(C)C[C@H]1Oc2c(NS(=O)(=O)c3cn(C)cn3)cccc2C(=O)N([C@H](C)CO)C[C@H]1C	12.0	3.4
CNC[C@@H]1Oc2ccc(NC(=O)NC3CCCCC3)cc2CC(=O)N([C@H](C)CO)C[C@@H]1C	-30.8	10.1
C[C@@H]1CN([C@H](C)CO)C(=O)c2cccc(NS(=O)(=O)c3ccc(F)cc3)c2O[C@H]1CN(C)Cc1ccncc1	-4.4	7.4
C[C@@H]1CN([C@H](C)CO)C(=O)Cc2cc(NS(=O)(=O)c3cccs3)ccc2O[C@@H]1CN(C)Cc1ccc(C(F)(F)F)cc1	31.1	-10.4

From PubChem
